Screens deposited in PubChem BioAssay by National Center for Advancing Translational Sciences (NCATS).
VP16 counter: inhibits Gal4-VP16 luciferase reporter, ROR gamma counter-screen | Drosophila S2 Gal4-VP16 UAS-luciferase, luminescence, 20 h | Potency, µM (series often up to 53.6 µM), for inactives: top-dose activity, negative = inhibition, usual class: inhibitors | 3.5% of 310,000 active;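 note: Gal4-VP16 expression switched on by copper sulfate through the metallothionein promoter; potency is the fitted concentration of half-maximal effect; % is set by controls: 0 for no effect and ±100 for the full control effect; nearly all actives have a fitted effect of over 50% in size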
ELG1 genotox: induces genotoxicity in HEK293T cells with luciferase-tagged ELG1 | HEK293T ELG1-luciferase reporter, luminescence, 16 h | Potency, µM (top dose mostly 46 µM), for inactives: top-dose activity change, positive = activation, hits mostly activators | 1.3% of 330,000 active | AID 504466; note: potency is the fitted concentration of half-maximal effect; % of control where 0% means no effect; nearly all actives have a fitted effect of over 60% in size
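After overnight (16 hr) compound treatment at 37 °C, ELG1-luciferase HEK293T cells were lysed with ONE-Glo; luminescence quantified 30 min later at room temperature.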
p53 reactivation: mutant p53 re-activation in reporter cells. H1299 p53-A138V BP100-luciferase reporter, luminescence, 24 h. Potency, µM (titrated, usually from 92.2 µM), without a hit: at the top dose activity change, positive = activation, most hits filed as activators. 0.063% of 320,000 active. AID 504706; note: potency is the fitted concentration of half-maximal effect; % of control where 0% means no effect; nearly all actives have a fitted effect of over 45% in size
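p53-null H1299 cells stably carrying temperature-sensitive p53-A138V and a BP100-luciferase reporter were pinned with compounds (4-point, 1:5 series) and held 24 hrs at 37 deg C. Luminescence was read 10 min after detection reagent.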
Menin MLL FP TR: displaces Texas Red mutant MLL peptide from human menin; Menin + Texas Red MLL mutant peptide, fluorescence polarization; Potency, µM (series often up to 61.6 µM), for the others: at the top dose FP activity change, negative = inhibition, actives largely listed as inhibitors; 0.23% of 270,000 active; O00255; active = well fitted inhibition curve with a large enough effect in the polarisation, with a control signal flat, not every such curve was filed as active; inconclusive = small, poorly fitted or top-dose-only effect, or effect the other way, or a change in a side signal; inactive = no such curve, though single readings can be large or run the other way; the % refers to the polarisation; note: potency is the fitted concentration of half-maximal effect; % of control where 0% means no effect; many of its hits are not listed in these tables
Target sequence (O00255 whole entry, looked up): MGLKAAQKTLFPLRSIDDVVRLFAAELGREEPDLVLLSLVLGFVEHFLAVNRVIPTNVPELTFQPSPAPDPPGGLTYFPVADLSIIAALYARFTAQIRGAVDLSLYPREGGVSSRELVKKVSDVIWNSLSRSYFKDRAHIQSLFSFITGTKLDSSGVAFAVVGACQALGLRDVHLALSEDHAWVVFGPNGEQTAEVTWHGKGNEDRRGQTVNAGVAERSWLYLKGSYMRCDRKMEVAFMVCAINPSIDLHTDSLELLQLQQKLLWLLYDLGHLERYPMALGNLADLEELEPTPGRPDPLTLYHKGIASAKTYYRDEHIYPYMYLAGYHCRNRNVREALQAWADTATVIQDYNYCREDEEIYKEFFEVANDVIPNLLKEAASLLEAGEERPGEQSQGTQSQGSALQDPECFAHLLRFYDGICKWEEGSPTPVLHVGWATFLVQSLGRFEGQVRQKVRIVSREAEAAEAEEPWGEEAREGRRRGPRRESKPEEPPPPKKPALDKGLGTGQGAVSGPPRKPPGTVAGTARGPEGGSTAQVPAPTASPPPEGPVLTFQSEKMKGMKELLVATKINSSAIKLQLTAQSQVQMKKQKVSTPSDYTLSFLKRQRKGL
BRCA1 expr up: BRCA1 expression activation. 1.1% of 380,000 active. MCF7-BRCA1-FFLuc reporter, luminescence, 48 h; response scale: scaled: vehicle 0%, 10 µM genistein 100%. Potency, µM (titrated, usually from 46.1 µM), without a hit: at the highest dose activation, hits mostly activators; note: potency is the fitted concentration of half-maximal effect; nearly all actives have a fitted effect of over 80% in size; some results filed as inactive show a strong effect at the top dose
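First, MCF7-BRCA1-FFLuc cells (2000/well) attach for 2 h; next, compounds are pin-added and incubated 48 h at 37 °C; finally, luciferase reagent is added and luminescence read after 15 min.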
Giardia killer: kills Giardia lamblia; Giardia lamblia trophozoite viability; activity change, % at 7.66 µM, hits read low; 0.15% of 340,000 active; in the data active = activity change below about -80%; inconclusive = between about -30% and that limit;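 note: parasites exposed to compound for two days anaerobically before the ATP read; % is set by controls: 0 for no effect and ±100 for the full control effect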
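Giardia lamblia trophozoites (100 cells/well) were incubated with compounds for 48 h at 37 deg C under anaerobic conditions. Viability was read as ATP content by one-step luminescence after 15-30 min at room temperature.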
FLuc counter: counter-screen for miR-21 project: firefly luciferase inhibitors or activators; 6.9% of 360,000 active; P08659; Potency, µM (series often up to 57.5 µM), inactives show at the highest dose activity change, negative = inhibition, actives largely listed as inhibitors; AID 588342; purified FLuc, Km substrates, luminescence inhibition;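 note: potency is the fitted concentration of half-maximal effect; plate controls were vehicle for no effect and reference inhibitor for full effect; nearly all actives have a fitted effect of over 55% in size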
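Purified P. pyralis luciferase, 10 nM final, with Km-level 10 uM D-luciferin and 10 uM ATP in 50 mM Tris acetate pH 7.5, 10 mM Mg acetate, 0.01% Tween-20, 0.05% BSA; 6-point qHTS titration about 60 µM downward; luminescence read.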
Rab9 prom act: activators of Rab9 promoter. Potency, µM (titrated, usually from 9.22 µM), for the others: top-dose activation, negative = inhibition, actives largely listed as activators. Huh7 Rab9 promoter-luciferase reporter, luminescence, 24 h. 2.8% of 320,000 active; note: potency is the fitted concentration of half-maximal effect; % of control where 0% means no effect; nearly all actives have a fitted effect of over 60% in size
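Luminescence read-out: Huh7 cells stably expressing Rab9-luciferase, treated 24 h with compound at 37 °C, then lysed with luciferase reagent for 10 min at ambient before reading.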
PKM2 activator: increases activity of human pyruvate kinase M2; P14618; purified PKM2, Kinase-Glo ATP luminescence, activation; response scale: 0% is enzyme alone, no compound; Potency, µM (titrated, usually from 57.5 µM), for the others: at the top dose activation, most hits filed as activators; 0.34% of 260,000 active; AID 1631; note: potency is the fitted concentration of half-maximal effect; % is set by controls: 0 for no effect and ±100 for the full control effect; nearly all actives have a fitted effect of over 55% in size
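Kinase-Glo luminescence reports ATP generated from ADP (0.1 mM) and PEP (0.5 mM) by purified hPK-M2 after 1 h at room temperature, pH 7.2 imidazole buffer; intermediate enzyme activity allows detecting inhibitors and activators.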
RORg inh: blocks mouse ROR gamma transcriptional activity | P51450 | Drosophila S2 Gal4-RORgamma UAS-luciferase reporter, 20 h | Potency, µM (titrated, usually from 53.6 µM), inactives show at the highest dose activity change, negative = inhibition, hits mostly inhibitors | 5.4% of 310,000 active | AID 2551; note: potency is the fitted concentration of half-maximal effect; % is set by controls: 0 for no effect and ±100 for the full control effect; nearly all actives have a fitted effect of over 60% in size
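In this cell-based reporter format, copper sulfate (700 uM final) drives Gal4–ROR gamma fusion expression from a metallothionein promoter in Drosophila Schneider cells; compounds preincubated 1 hr, reporter read after 20 hr at ambient temperature.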
NPC1 promoter act: NPC1 promoter activation; Huh7 NPC1 promoter luciferase reporter, 24 h; Potency, µM (doses to about 9.22 µM), for the others: at the highest dose activation, most hits filed as activators; 2.4% of 320,000 active; AID 485313;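 note: potency is the fitted concentration of half-maximal effect; % of control where 0% means no effect; nearly all actives have a fitted effect of over 60% in size; reporter is driven by a mutant NPC1 promoter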
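Compounds in DMSO were transferred onto Huh7 NPC1-luciferase reporter cells pre-incubated 2 h; after 24 h at 37 °C, Amplite reagent was dispensed and luminescence recorded 10 min later.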
Starred values were filed as active, the others as inactive; ? = inconclusive; · = not tested or not shown; [ ] = dose if it differs, or a comment. Unless noted, calls come from the whole dose curve; as a rule, active = well fitted curve in the direction sought with a large enough effect; inconclusive = small, poorly fitted or top-dose-only effect, or another doubt; inactive = no such curve, though single readings can be large; an effect the other way counts as inactive or inconclusive.

SMILES	VP16 counter	ELG1 genotox	p53 reactivation	Menin MLL FP TR	BRCA1 expr up	Giardia killer	FLuc counter	Rab9 prom act	PKM2 activator	RORg inh	NPC1 promoter act
Cc1ccc(C)c2[nH]c(=O)c(CN(CC3CCCO3)C(=S)NCc3ccco3)cc12 (stereo not drawn)	0.8%	-4.6%	-6.4%	·	-31.9%	-14.5	0.8%	-6.4%	5.8%	-17.5%	0.1%
CCOC(=O)c1c(C)[nH]c(C(=O)N2CCCC(C(=O)c3cccc(OC)c3)C2)c1C (stereo not drawn)	8.8%	-1.6%	-5.3%	-12.5%	17.8%	13.7	-7.5%	3.9%	0.5%	34.8%	-4.9%
c1ccc(Cn2c[n+](Cc3ccccc3)cn2)cc1	8.1%	-4.3%	-4.8%	·	-7.0%	1.9	-3.1%	-0.7%	-0.3%	1.1%	-7.7%
COC(=O)c1ccc(NC(=O)C[n+]2ccccc2C)cc1	1.3%	4.8%	0.3%	-16.6%	0.1%	-21.4	1.8%	0.8%	5.8%	4.3%	-3.9%
Cc1c(-c2nnc(SCC(=O)O)n2-c2ccccc2Br)nnn1-c1ccccc1	-17.3%	-1.9%	-10.8%	-1.8%	3.5%	-15.5	0.3%	-3.6%	-2.2%	5.3%	1.3%
O=C(COC(=O)C1CC2CCCC(C1)C2=O)NNC(=O)c1ccccc1F (stereo not drawn)	·	-0.6%	10.9%	·	-1.9%	-1.2	-1.4%	-0.1%	·	·	-1.1%
COc1ccc2c(c1)C=CC1(O2)N(CCO)c2ccccc2C1(C)C (stereo not drawn)	?	?	?	?	-52.4%	-15.9	?	-11.6%	?	?	3.4%
CC(=O)NCCC(=O)Nc1nc(-c2cccs2)c(-c2cccs2)s1	-0.3%	11.9%	-7.8%	2.0%	-13.8%	-0.2	4.1%	-2.4%	1.9%	31.0%	-5.2%
C=CCOc1ccc(Br)cc1CNCCCN1CCOCC1	-3.0%	-2.6%	1.8%	-1.0%	-19.1%	9.2	-2.5%	-3.9%	-5.4%	-3.4%	0.0%
CCCn1c(SCC(=O)N2c3ccccc3CCc3ccccc32)nc2c1c(=O)n(C)c(=O)n2C	-7.0%	-0.1%	-0.9%	?	-6.8%	10.4	-0.9%	3.4%	-5.4%	-11.4%	-1.0%
O=C(/C=C/Nc1ccc(F)c(Cl)c1)c1ccco1	-12.3%	4.11µM*	?	18.2%	-31.9%	-9.2	5.36µM*	-0.4%	-22.4%	-0.5%	0.6%
O=C1c2ccc([N+](=O)[O-])cc2C(=O)N1Cc1cccnc1	-26.8%	-5.2%	-13.2%	-4.8%	7.6%	-14.0	-0.7%	4.9%	19.9%[11.5 µM]	1.26µM*	-4.2%
CC(=O)Nc1ccc(NC(=O)C(C)OC(=O)C2(c3ccc(F)cc3)CCCC2)cc1 (stereo not drawn)	-11.0%	-9.9%	-2.3%	-4.4%	-59.2%	5.0	6.3%	-1.9%	-10.8%	8.8%	-2.1%
Cn1c(=O)c2c(nc(SCc3cc4c(cc3Cl)OCO4)n2C)n(C)c1=O	-11.2%	2.8%	3.4%	-2.2%	·	·	-1.1%	-4.8%	-0.9%	-2.8%	11.1%
COc1ccc(OCCCC(=O)Nc2nccs2)cc1	18.2%	2.2%	-1.2%	·	20.6%	-6.3	?	-0.3%	4.2%	25.9%	-2.7%
O=C(COc1ccc2c(-c3ccccc3)cc(=O)oc2c1)NCCCn1ccnc1	-3.2%	3.4%	·	-11.9%	21.6%	-14.6	-17.1%	-7.6%	4.7%	28.6%	-4.7%
COc1ccccc1-c1cc(C(=O)Nc2c(F)cc(F)cc2Br)no1	-1.8%	0.7%	9.2%	-3.4%	7.9%	3.1	?	-5.1%	4.1%	19.1%	0.9%
O=S(=O)(c1ccc2ccccc2c1)N1CCN(CCO)CC1	2.9%	1.9%	-1.5%	-0.9%	1.0%	20.1	-0.2%	-3.2%	·	-12.1%	-1.2%
CCCCc1ccc(CC2S/C(=C(\C#N)C(=O)N3CCOCC3)N(c3ccccc3)C2=O)cc1 (stereo not drawn)	5.2%	0.1%	-6.1%	·	0.0%	18.9	1.4%	-3.0%	0.5%	-15.8%	-3.8%
O=C(CCNC(=O)c1ccc(Cl)cc1)Nc1ccccc1N1CCCCC1	·	-0.7%	10.1%	·	-86.8%	-10.0	?	-3.2%	·	·	-2.2%
CCC(=O)Nc1ccc(Nc2ccccc2)cc1	?	17.1%	-14.1%	-16.0%	45.6%	4.8	?	-2.5%	4.1%	18.0%	-0.9%
CCCCCC1CC(CC(=O)NC(=S)Nc2ccccc2Cl)C(=O)O1 (stereo not drawn)	?	-0.1%	-0.8%	-18.2%	1.6%	14.1	-4.4%	-1.2%	4.1%	?	-2.6%
Cc1cc(C(C2C(=O)CC(C)(C)CC2=O)C2C(=O)CC(C)(C)CC2=O)cc(C)c1OC(F)F	3.5%	2.8%	1.3%	58.8%[activator]	1.2%	-22.4	-0.9%	2.4%	·	-15.3%	0.6%
CC1(CCl)N([O-])C2=C(CCCC2)[N+]1=O (stereo not drawn)	10.1%	5.0%	0.7%	·	-9.6%	4.3	3.7%	-1.0%	5.1%	-17.1%	0.5%
COc1ccccc1OCc1nnc(SCC(=O)c2cc(Cl)ccc2OC)o1	0.3%	-13.4%	-7.7%	1.8%	-65.5%	-1.6	-0.1%	-4.6%	-1.5%	0.0%	9.0%

(listing goes on)
SMILES	VP16 counter	ELG1 genotox	p53 reactivation	Menin MLL FP TR	BRCA1 expr up	Giardia killer	FLuc counter	Rab9 prom act	PKM2 activator	RORg inh	NPC1 promoter act
Cn1c(=O)c2[nH]c(N3CCOCC3)nc2n(-c2ccccc2)c1=O	-2.6%	4.5%	6.4%	31.1%[activator]	0.0%	-5.9	4.5%	1.0%	-2.7%	8.2%	1.3%
Nc1ccc(-c2nc3ccc(-c4nc5ccccc5o4)cc3[nH]2)cc1	2.9%	2.4%	0.5%	?	119.9%	-1.0	?	25.8%	3.2%	30.3%	29.2%
COc1ccc(NC(=O)N2CCC(c3nc4ccccc4[nH]3)CC2)cc1	-15.1%	2.6%	3.1%	2.5%	0.0%	-6.7	-1.6%	-13.8%	0.4%	14.3%	-4.0%
O=C(NCCc1c[nH]c2ccc(Cl)cc12)c1cccnc1	-2.0%	-7.9%	-1.7%	·	-3.2%	-0.4	5.5%	-9.1%	-6.6%	-14.4%	0.9%
Cc1cccc(Sc2ccc([N+](=O)[O-])cc2[N+](=O)[O-])n1	-25.9%	13.6%	-31.2%[inhibitor]	-0.1%	-58.7%	-3.6	-1.7%	0.8%	-6.2%	-36.1%	0.7%
Cc1ccccc1-c1nn(-c2ccc(F)cc2F)cc1CNC1CC1	-0.7%	4.2%	2.4%	-4.8%	-15.2%	-0.1	3.9%	-2.6%	10.0%	-26.9%	-0.1%
CCCS(=O)(=O)c1cn2cccc(N)c2c1S(=O)(=O)CCC	3.9%	2.3%	-1.8%	?	-30.5%	4.1	4.0%	1.7%	15.3%	-14.8%	-2.1%
Cc1nc2ccc(NC(=O)CSc3nnc(C)s3)cc2[nH]1	-0.3%	0.9%	-0.6%	-2.0%	-1.8%	6.0	-3.7%	-2.2%	·	-14.0%	1.7%
C#Cc1ccc([C@@H]2C=C(C(=O)Nc3ccccc3)O[C@H](OCC)[C@H]2CCCO)cc1	3.0%	-10.3%	-1.6%	21.8%	-5.7%	0.0	3.7%	-0.1%	3.0%	44.1%	4.9%
Cc1nccn1CCc1nc(N)nc(N)n1	-0.3%[0.365 µM]	-1.5%	12.1%	1.4%	8.2%	-11.5	-2.3%	-2.1%	-1.3%	-23.6%	-1.7%
Cc1cccc(Nc2nc(NCc3ccco3)nc(N)c2[N+](=O)[O-])c1	-18.2%	1.4%	-0.6%	·	-14.2%	-4.6	1.8%	-6.7%	18.3%	-15.8%	-0.6%
Cc1cccc(CCNC(=O)Cn2ncc3c([nH]c4ccc(C)cc43)c2=O)c1	-1.3%	4.1%	0.0%	·	-10.1%	-3.3	0.2%	-8.0%	·	-13.7%	-2.4%
COc1cc(/C=N/NS(=O)(=O)c2ccc(C)c([N+](=O)[O-])c2)cc([N+](=O)[O-])c1O	2.8%	0.0%	10.3%	25.1µM*	-1.0%	-8.7	-18.4%	-6.3%	3.8%	?	-6.9%

An excerpt. The share of hits here may be higher or lower than overall.
